Bcl-W Bim block = inhibitors of Bim binding to Bcl-W, primary screen, biochemical, multiplexed, bead-based flow cytometry; Bcl-2-like protein 2 (Homo sapiens), Q92843; Bim peptide-Bcl-W binding; inhibition, % at 10 µM; 0.02% of 190,000 active; AID 952, 2007;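 note: 0% = bound tracer without compound and 100% = peptide blocker; higher means less fluorescent Bim peptide bound to Bcl-W beads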
ABCB1 inh = ABCB1 efflux pump inhibitors, primary screen, cell-based, multiplex, flow cytometry, ABCG2 counter-screen. ATP-dependent translocase ABCB1 (Homo sapiens), P08183. CCRF-Adr cells, JC-1 efflux. inhibition, % at 6.6 µM. 0.067% of 190,000 active. AID 1326, 2008; in the data active = inhibition above about 40%;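 note: 0% = vehicle and 100% = reference inhibitor; higher value means more JC-1 retained so stronger ABCB1 efflux block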
RGS7-Gao reg = RGS7-Galphao binding modulators, primary screen, biochemical, multiplexed bead flow cytometry | Guanine nucleotide-binding protein G(o) subunit alpha (Homo sapiens), P09471 | actives lie on both sides | binding response (% of control), % at 10 µM | 0.35% of 220,000 active; in the data active = binding response below about 49% or above about 150%; inconclusive = no clear call, values can overlap the other calls; inactive = in between;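 note: fluorescent Galphao held in activated GDP-AlF4 state binding bead-coupled RGS7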
Target sequence (P09471 whole entry, looked up): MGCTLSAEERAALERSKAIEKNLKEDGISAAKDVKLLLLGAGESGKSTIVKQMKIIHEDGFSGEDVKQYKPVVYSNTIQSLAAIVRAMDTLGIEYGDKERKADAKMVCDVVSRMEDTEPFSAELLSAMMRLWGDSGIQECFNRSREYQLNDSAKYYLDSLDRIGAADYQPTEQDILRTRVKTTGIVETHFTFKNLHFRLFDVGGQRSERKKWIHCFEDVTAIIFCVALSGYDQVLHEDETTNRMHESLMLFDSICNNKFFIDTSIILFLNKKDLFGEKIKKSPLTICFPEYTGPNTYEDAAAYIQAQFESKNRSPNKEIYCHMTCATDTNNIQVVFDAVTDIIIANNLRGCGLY
Avidin fluor = green autofluorescence of compounds with avidin beads – biophysical, 488/530 nm, flow cytometry, artefact control, profiling panel; 0.38% of 220,000 active; AID 1775, 2009; compound fluorescence 488/530 nm; hits give high values; fluorescence (KMESF) at 10 µM; in the data active = fluorescence above about 47; note: inactives centre near 10
Bim-Bcl-XL = inhibitors of Bim-Bcl-XL binding, primary screen, biochemical, multiplexed, bead flow cytometry, human Bcl-XL | Bim peptide-Bcl-XL binding, fluorescence | inhibition, % at 10 µM | 0.04% of 190,000 active | AID 1007, 2008
Target sequence (Q07817 whole entry, looked up): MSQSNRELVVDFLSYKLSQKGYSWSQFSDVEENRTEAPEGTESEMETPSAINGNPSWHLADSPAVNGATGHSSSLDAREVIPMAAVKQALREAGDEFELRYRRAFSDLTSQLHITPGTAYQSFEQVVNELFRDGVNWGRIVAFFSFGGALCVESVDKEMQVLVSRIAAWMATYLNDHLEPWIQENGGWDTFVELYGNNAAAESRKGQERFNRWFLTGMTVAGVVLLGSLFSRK
GSH bead fluor = compound fluorescence on glutathione beads, profiling panel, artefact control, biophysical, 488/530 nm, flow cytometry. 0.25% of 190,000 active. AID 1776, 2009. GSH beads flow cytometry, compound fluorescence 488/530 nm; hits give high values. fluorescence (KMESF) at 10 µM; in the data active = fluorescence above about 89;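 note: glutathione beads carrying GST-tagged Bcl family fusion proteins plus one bare bead set; values are compound well signal with DMSO vehicle wells as background; inactives centre near 16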
RGS4-Gao reg = modulators of RGS4 binding to Galphao, primary screen, biochemical, multiplexed bead flow cytometry. AID 1415, 2008. binding response (% of control), % at 10 µM. Guanine nucleotide-binding protein G(o) subunit alpha (Homo sapiens), P09471. 0.33% of 220,000 active. actives lie on both sides; in the data active = binding response below about 49% or above about 150%; inactive = in between;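 note: fluorescent Galphao activated with aluminum fluoride binding bead-coupled RGS4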
ABCG2 inh = ABCG2 efflux pump inhibitors, primary screen, multiplex with ABCB1, IgMXP3 cells, flow cytometry. JC-1 efflux. Broad substrate specificity ATP-binding cassette transporter ABCG2 (Homo sapiens), Q9UNQ0. 0.1% of 190,000 active. AID 1325, 2008. inhibition, % at 6.6 µM;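 active = inhibition above 80%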;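 note: 0% = DMSO and 100% = nicardipine control wells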
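Incubation: cells with compound and JC-1, 10 min at 25 °C, rotating, no wash / Test system: IgMXP3 (ABCG2) plus far-red-tagged CCRF-Adr (ABCB1) cells / Compound dosing: one concentration, 6.6 µM final / Also added: JC-1 fluorescent substrate / Evaluation: efflux inhibition in percent versus controls / Detection: flow cytometry, 530 nm JC-1 signal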
Bfl-1 Bim block = inhibitors of Bim binding to Bfl-1, primary screen, biochemical, multiplexed, bead-based flow cytometry | Bcl-2-related protein A1 (Homo sapiens), Q16548 | Bim-Bfl-1 binding inhibition | inhibition, % at 10 µM | 0.12% of 190,000 active;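 note: 0% = wells without compound plus tracer and 100% = blocker peptide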
Bim-Bcl-B = inhibitors of Bim-Bcl-B binding, primary screen, biochemical, multiplexed, human Bcl-2 family; Bcl-2-like protein 10 (Homo sapiens), Q9HD36; bead-based flow cytometry, Bim peptide-Bcl-B binding; inhibition, % at 10 µM; 0.073% of 190,000 active;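 note: 0% = tracer peptide without compound and 100% = reference inhibitor peptide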
Target sequence (Q9HD36 whole entry, looked up): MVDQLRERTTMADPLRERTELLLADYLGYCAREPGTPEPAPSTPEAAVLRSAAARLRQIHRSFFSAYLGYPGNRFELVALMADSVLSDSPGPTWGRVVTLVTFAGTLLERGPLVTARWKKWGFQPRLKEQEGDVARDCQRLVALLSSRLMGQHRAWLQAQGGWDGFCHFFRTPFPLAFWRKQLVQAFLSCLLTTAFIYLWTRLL
Bim-Bcl-2 = inhibitors of Bim-Bcl-2 binding, primary screen, biochemical, multiplexed, human Bcl-2 family; Bead-based flow cytometry, Bim peptide-Bcl-2 binding; inhibition, % at 10 µM; 0.06% of 190,000 active; in the data active = inhibition above about 40%; inconclusive = no clear call, values can overlap the other calls;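 note: 0% = no compound wells with probe peptide and 100% = reference peptide inhibitor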
Target sequence (P10415 whole entry, looked up): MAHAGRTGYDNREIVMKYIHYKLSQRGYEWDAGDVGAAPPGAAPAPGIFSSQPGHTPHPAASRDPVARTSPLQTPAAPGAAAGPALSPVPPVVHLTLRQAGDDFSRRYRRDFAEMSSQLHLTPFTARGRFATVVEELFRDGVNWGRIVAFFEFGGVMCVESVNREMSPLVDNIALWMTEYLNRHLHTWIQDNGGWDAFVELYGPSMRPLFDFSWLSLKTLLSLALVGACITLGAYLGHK
An asterisk follows results filed as active; ? = inconclusive; . = no result given. Cut-off read from the data, not from the text of the source, unless noted: active = inhibition above about 40%.

SMILES | Bcl-W Bim block | ABCB1 inh | RGS7-Gao reg | Avidin fluor | Bim-Bcl-XL | GSH bead fluor | RGS4-Gao reg | ABCG2 inh | Bfl-1 Bim block | Bim-Bcl-B | Bim-Bcl-2
Cc1nc(-c2ccccc2)sc1C(=O)CSc1ccc(Br)cc1 | -1 | 0.2 | 93 | 12 | -6 | 30 | 101 | 0 | -9 | -11 | -7
Cc1ccc(S(=O)(=O)Cc2ccc(C(=O)O)o2)cc1 | 2 | 0.0 | 96 | 33 | -2 | 25 | 103 | 0 | -18 | -5 | -6
O=C(Nc1ccccc1Cl)c1ccccc1S(=O)(=O)c1ccccc1[N+](=O)[O-] | -7 | 0.5 | 90 | 11 | -13 | 12 | 93 | -2 | -11 | -12 | -11
O=C(Nc1ccc(CN2CCOCC2)cc1)c1cccs1 | -1 | 1.5 | 97 | 10 | 1 | 40 | 103 | 11 | -11 | -9 | -7
Cc1ccc(S(=O)(=O)N2CCCCC2)cc1NC(=O)c1ccc2c(=O)n3c(nc2c1)CCCCC3 | 0 | 4.8 | 99 | 3 | -1 | 6 | 99 | 2 | -1 | 0 | -3
CCOC(=O)C1CCN(Cc2ccc(O)c3ncccc23)CC1 | . | 0.2 | 97 | 14 | . | 29 | 92 | 1 | . | . | ?
CC(C)NC(=S)N/N=C/c1ccc(N2CCOCC2)cc1 | 0 | 0.2 | 96 | 4 | -4 | 15 | 101 | 19 | -2 | 0 | -2
O=C(NCc1ccccn1)c1ccc2c(=O)n(CCc3ccccc3)c(=O)[nH]c2c1 | 0 | 0.2 | 99 | 24 | -6 | 23 | 101 | 2 | -5 | -6 | -1
O=c1oc2ccccc2c2c1ncn2C1CCCCC1 | 0 | 1.0 | 94 | 19 | 0 | 10 | 96 | 7 | -1 | -1 | -1
COCCNC(=O)COC(=O)c1ccc(S(=O)(=O)N2CCOCC2)cc1 | -3 | 2.7 | 92 | 8 | -1 | 9 | 102 | -1 | -5 | -3 | -3
Cc1cc(C)c(NC(=O)NC(=O)c2cccc(F)c2)c(C)n1 | -6 | 0.3 | 105 | 11 | -10 | 32 | 108 | 6 | -2 | -4 | -15
O=C(NCc1ccccc1)C1CCN(S(=O)(=O)N2CCCCCC2)CC1 | -5 | 1.4 | 99 | 37 | -9 | 25 | 100 | 8 | -20 | -10 | -13
COc1ccc(S(=O)(=O)N2CCC(C(N)=O)(N3CCCCC3)CC2)cc1 | 0 | -0.5 | 102 | 6 | -5 | 26 | 102 | -1 | -8 | -3 | -4
Cc1cc(C(=O)COC(=O)CNC(=O)c2ccco2)c(C)n1Cc1ccco1 | -4 | 1.0 | 93 | 9 | -8 | 15 | 98 | 14 | 0 | -2 | -5
COc1ccc(OC)c(S(=O)(=O)N2CCN(c3ccccn3)CC2)c1 | -2 | 0.6 | 102 | 16 | -2 | 17 | 103 | 1 | -1 | -2 | -2
COc1ccc(N2C(=O)c3ccccc3NC23C(=O)N(C)c2ccccc23)cc1 (stereo not given) | 2 | 0.2 | 107 | 7 | 0 | 15 | 105 | 2 | -8 | -4 | -6
C=C(Cl)COc1ccc2c(C)cc(=O)oc2c1 | 0 | 1.1 | 104 | 28 | -5 | 22 | 104 | 75 | -16 | -7 | -11
CCNC(=S)N(Cc1cccs1)Cc1cc2cc(OCC)ccc2[nH]c1=O | . | 2.5 | 131 | 41 | . | 239* | 126 | 3 | . | . | ?
COC(=O)c1c(C)[nH]c(C(=O)/C=C/c2ccccc2)c1C | -3 | 0.2 | 100 | 15 | -6 | 20 | 102 | 0 | -16 | -5 | -5
O=C1CC(C(=O)Nc2ccccc2)C2(CCCC2)O1 (stereo not given) | 7 | -0.4 | 100 | 8 | 5 | 27 | 98 | -1 | 0 | 4 | 3
Cc1ccc(N2C(=O)CC2(C#N)c2ccc(OCc3ccccc3)cc2)cc1 (stereo not given) | 0 | 0.2 | 98 | 25 | -1 | 23 | 97 | 1 | -4 | -5 | -8
CCC(C)(C)n1nnnc1CN(Cc1cc2cc(OC)ccc2[nH]c1=O)C1CCCC1 | 5 | 1.5 | 100 | 10 | -3 | 9 | 102 | 6 | -9 | -4 | -8
COc1cc(CNCCO)cc(Cl)c1OCc1ccc(Cl)cc1Cl | -1 | 0.6 | 101 | 10 | -2 | 20 | 94 | 5 | -4 | -4 | -2
NC(=O)c1ccc(C(F)(F)F)n(Cc2ccc(F)c(F)c2)c1=O | -1 | 3.2 | ? | 11 | -2 | 16 | 101 | 25 | 5 | 2 | 1
O=C(O)c1ccc2c(c1)C(=O)/C(=C/c1ccccc1)C2=O | 2 | -5.8 | 105 | 12 | -3 | 21 | 106 | -15 | 18 | 4 | 7
Cc1ccc2[nH]cc(C(=O)CN3CCN(c4ccccc4F)CC3)c2c1 | -3 | 0.1 | 98 | 20 | -1 | 19 | 102 | 0 | -2 | -2 | -1
Cn1ncc(N=Cc2ccccc2O)c1C(=O)Nc1ccccc1 | -3 | 0.1 | 96 | 10 | 2 | 7 | 100 | 1 | -1 | -1 | -2
Cc1cc(C(=O)OCC(=O)NCCCN2CCCC2=O)c2ccccc2n1 | -3 | 0.7 | 99 | 10 | -4 | 7 | 95 | 3 | -2 | -2 | -2
COc1ccc(C(=O)Nc2nc(C)c(C)s2)cc1OC | 3 | 0.7 | 100 | 7 | -3 | 14 | 103 | 4 | -12 | -4 | -4
CCCCOC(=O)Nc1nc2ccccc2s1 | -2 | -0.3 | 104 | 18 | -1 | 28 | 103 | -1 | -1 | 0 | 0
CCOC(=O)/C(=C\c1ccccc1)C(=O)c1cc(C(C)=O)c(Nc2ccccc2)s1 | 2 | 3.8 | 104 | 9 | -3 | 9 | 104 | 9 | -4 | -10 | -7
CCC(=O)Nc1cccc(NC(=S)NC(=O)c2cc3ccccc3o2)c1 | -3 | 0.6 | 99 | 11 | -2 | 8 | 100 | 10 | -6 | -5 | -1
Cc1ccc(Cn2c(SCC(=O)NCC3CCCO3)nc3ccsc3c2=O)cc1 (stereo not given) | -1 | 1.5 | 101 | 13 | -2 | 14 | 103 | 5 | -6 | -4 | -3
COc1ccc(CNc2nc3c(c(=O)n(Cc4ccc(Br)cc4)c(=O)n3C)n2C)cc1 | 6 | 1.1 | 100 | 22 | 2 | 9 | 98 | 3 | -1 | -11 | -5
COc1ccccc1N1CCN(S(=O)(=O)c2ccccc2F)CC1 | 0 | 1.7 | 101 | 12 | 4 | 26 | 101 | 11 | -11 | -7 | -7
O=c1cc(-c2ccc(C3CCCCC3)cc2)[nH][nH]1 | -4 | -0.3 | 100 | 9 | -3 | 17 | 103 | 0 | -8 | -5 | -3
CC(C)C(=O)Nc1ccc(C(=O)Nc2nnc(C(C)(C)C)s2)cc1 | -2 | 0.1 | 100 | 20 | 0 | 11 | 102 | 2 | -9 | -7 | -3
CN(C)c1ccc(/C=C/c2cc[n+](C)cc2)cc1 | 1 | 2.1 | 128 | 20 | -3 | 12 | 148 | 3 | 0 | 0 | 0
O=C(CCc1nc2ccccc2s1)N1CCN(S(=O)(=O)c2cccs2)CC1 | 0 | 0.4 | 109 | 14 | -1 | 25 | 104 | 0 | -4 | -6 | -5
N/C(=N\OC(=O)c1ccc(Cl)cc1)c1nonc1N | 0 | 0.4 | 101 | 19 | -4 | 32 | 102 | 7 | -13 | -9 | -6
Cc1cc(N2C(=O)C(=O)/C(=C(/O)c3ccc(F)cc3)C2c2ccc(F)cc2)no1 (stereo not given) | 1 | 0.1 | 96 | 38 | 0 | 17 | 104 | 0 | 0 | 0 | 0
O=C1c2ccccc2CCC12N=NCC2c1ccc(Cl)cc1 (stereo not given) | 0 | 0.1 | 97 | 23 | 2 | 13 | 97 | 1 | 1 | 1 | -1
CC1(C)CC(OC(=O)c2ccco2)CC(C)(C)N1O | -3 | 0.9 | 102 | 11 | -4 | 22 | 102 | 6 | -11 | -3 | -4
COc1ccccc1-n1c(SCC(=O)NC(C)(C)C)nc(O)c(Cc2ccccc2)c1=O | -4 | 0.4 | 103 | 35 | -1 | 14 | 106 | 2 | -2 | -5 | -6
CC(=O)c1c(O)cc(C)n(-c2ccc(F)cc2)c1=O | -3 | 0.3 | 102 | 6 | -1 | 19 | 100 | 1 | -6 | -1 | -2
CCC(=O)N(Cc1cccs1)C1CCOC(C)(C)C1 (stereo not given) | 5 | 0.9 | 103 | 19 | 3 | 21 | 100 | 23 | 12 | 6 | 8
O=C(c1coc2ccc(O)c(CN3CCOCC3)c12)C1CC1 | -2 | 0.4 | 82 | 21 | 4 | 11 | 81 | 1 | -1 | 2 | 2
COc1ccc(S(=O)(=O)N2CCC(C(=O)N3CCOCC3)CC2)cc1Cl | 1 | 0.0 | 98 | 11 | 0 | 10 | 100 | 0 | -8 | -2 | -5
C#CCOCCOCCOCCNc1nc(N2CCOCC2)nc(N2CCN(C(=O)[C@H](CCCCN)n3cc([C@@H](N)CC(C)C)nn3)CC2)n1 | -1 | 0.6 | 102 | 8 | -2 | 20 | 100 | 2 | -6 | 0 | -7
O=C(NCCN1C(=O)C2C3C=CC(C3)C2C1=O)N1CCOCC1 (stereo not given) | 0 | -3.0 | 103 | 8 | -3 | 22 | 102 | -5 | -10 | -7 | -7
COc1ccc(/C=C/C(=O)c2ccc(O)cc2)cc1COc1ccc(F)cc1 | -3 | -1.4 | 97 | 13 | -6 | 29 | 97 | 43 | -19 | -12 | -12

Quoted at random: 4 records from the list.
SMILES | Bcl-W Bim block | ABCB1 inh | RGS7-Gao reg | Avidin fluor | Bim-Bcl-XL | GSH bead fluor | RGS4-Gao reg | ABCG2 inh | Bfl-1 Bim block | Bim-Bcl-B | Bim-Bcl-2
Cc1ccc(S(=O)(=O)N2CCCCC2)cc1NC(=O)c1ccc2c(=O)n3c(nc2c1)CCCCC3 | 0 | 4.8 | 99 | 3 | -1 | 6 | 99 | 2 | -1 | 0 | -3
O=C1CC(C(=O)Nc2ccccc2)C2(CCCC2)O1 (stereo not given) | 7 | -0.4 | 100 | 8 | 5 | 27 | 98 | -1 | 0 | 4 | 3
O=c1cc(-c2ccc(C3CCCCC3)cc2)[nH][nH]1 | -4 | -0.3 | 100 | 9 | -3 | 17 | 103 | 0 | -8 | -5 | -3
CCOC(=O)/C(=C\c1ccccc1)C(=O)c1cc(C(C)=O)c(Nc2ccccc2)s1 | 2 | 3.8 | 104 | 9 | -3 | 9 | 104 | 9 | -4 | -10 | -7

High-throughput results: PubChem BioAssay, NMMLSC
